KOR beta-arrestin-1: KOR agonists, beta-arrestin recruitment, primary screen, cell-based, luminescence, uHTS (AID 1777); KOR beta-arrestin recruitment, luminescence; higher % means a stronger effect; one-dose activation, % at 10 µM; EC50 in µM for titrated hits; actives 0.02% (n = 280,000); in the data active = activation above about 50%, passing the limit was not always enough; also: a part of the inactive calls stands beside numbers as strong as those of hits
GPR55 activation: selective activators of receptor GPR55 – imaging, U2OS cells, beta-arrestin-GFP redistribution, primary screen (AID 1961); U2OS GPR55 beta-arrestin-GFP redistribution imaging; higher % means a stronger effect; activation, % at 10 µM, or EC50 in µM where a hit was titrated; actives 0.048% (n = 290,000);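 active = activation above 40% with more than 50 cells counted in the well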;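 also: U2OS osteosarcoma cells stably expressing GPR55 and beta-arrestin-GFP; plate controls were DMSO negative control for no effect and LPI positive control for full effect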
GPR35 antagonists: GPR35 antagonists blocking zaprinast-driven arrestin recruitment, primary screen, imaging, U2OS, beta-arrestin-GFP, zaprinast agonist (AID 2058). U2OS GPR35 beta-arrestin-GFP translocation imaging, zaprinast antagonism; higher % means a stronger effect. one-dose inhibition, % at 10 µM; IC50 in µM for titrated hits. actives 0.052% (n = 290,000);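 active = inhibition of at least 50% with at least 30 cells and total cytoplasm GFP at most 10,000,000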
KOR beta-arrestin-2: KOR antagonists, beta-arrestin recruitment, cell-based, luminescence, uHTS (AID 1778); KOR beta-arrestin recruitment, luminescence, antagonist mode; higher % means a stronger effect; inhibition, % at 10 µM; hits with a dose series show IC50 in µM; actives 0.091% (n = 290,000); also: strong numbers were not always called active
Myeloid diff 2: promotes myeloid progenitor differentiation | calls only at 10 µM | ER-HoxA9 myeloid progenitors, lysozyme-GFP differentiation, flow cytometry | actives 1% (n = 360,000);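 active = normalized GFP-positive differentiation at or above the plate's own cutoff, the solvent-only control mean plus 3 SD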;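 also: cells exposed to compound for four days before flow analysis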
HIV fusion peptide: cell-free HIV fusion peptide-binding blockers – biochemical, uHTS, fluorescence dequenching, primary screen (AID 1986); one-dose inhibition, % at 20 µM; IC50 in µM for titrated hits; actives 0.3% (n = 290,000); cell-free peptide binding, fluorescence dequenching, 30 min; higher % means a stronger effect; in the data active = inhibition mostly above about 52%, no sharp cut-off; inactive = mostly below about 76%; also: some results filed as inactive read as strong as hits
GPR55 antagonists: GPR55 antagonists blocking LPI-driven arrestin recruitment, primary screen, imaging, U2OS, beta-arrestin-GFP, LPI agonist (AID 2013) | U2OS GPR55 beta-arrestin-GFP translocation imaging, LPI antagonism; higher % means a stronger effect | actives 0.13% (n = 290,000) | one-dose inhibition, % at 10 µM; IC50 in µM for titrated hits;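 active = spots per cell inhibited over 60%, with over 100 cells counted and total cytoplasm intensity under 500,000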;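 also: U2OS cells stably carrying GPR55 and arrestin-GFP stimulated by 5 µM LPI near EC80; imaged beta-arrestin-GFP aggregate spots per cell after agonist stimulation; plate controls were LPI-stimulated DMSO wells for no effect and DMSO wells without LPI for full effect; some results filed as inactive read as strong as hits; confirmed hits need IC50 under 10 µM and bright autofluorescent wells are also inconclusive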
HEK293 NOD2/NF-kB: inhibition of NOD2-driven NF-kB reporter – cell-based, luminescence, uHTS, HEK293 (AID 1566) | actives 0.63% (n = 290,000) | HEK293 NOD2/NF-kB luciferase reporter, luminescence; higher % means a stronger effect | inhibition, % at 4 µM, or EC50 in µM where a hit was titrated; also: many of its hits are not listed in these tables
NOD1 inhibition: NOD1 signaling inhibitors, primary screen, cell-based, luminescence, uHTS (AID 1578). NOD1-driven NF-kB luciferase reporter cells, luminescence; higher % means a stronger effect. one-dose inhibition, % at 4 µM; EC50 in µM for titrated hits. actives 1% (n = 290,000); in the data active = inhibition mostly above about 36%, no sharp cut-off; inactive = mostly below about 34%;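 also: HEK-293T reporter cells stimulated with the NOD1 agonist gamma-tri-DAP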
Myeloid diff 2 GFP+ MAC1+ %: further read-out of Myeloid diff 2, marked with its call; GFP+ MAC1+ double positive, %; measured here: differentiation confirmed by MAC1 staining
An asterisk follows results filed as active; i = inactive; · = no result given; & = joins results of further samples; [ ] = another dose, or the depositor's remark. Rule as the data show it, unless noted: active = inhibition above about 50%; inactive = the rest.

smiles | KOR beta-arrestin-1 | GPR55 activation | GPR35 antagonists | KOR beta-arrestin-2 | Myeloid diff 2 | Myeloid diff 2 GFP+ MAC1+ % | HIV fusion peptide | GPR55 antagonists | HEK293 NOD2/NF-kB | NOD1 inhibition
CC(C)C1(C)N=C(c2nc3ccccc3cc2C(=O)O)NC1=O (stereo not given) | -2.3% | -0.2% | -1% | 22% | i | 0.4 | -1.7% | 16% | 24% | -7%
CCOC(=O)c1c(C)n(Cc2ccccc2)c2ccc(OCC(O)Cn3nc(C)cc3C)cc12 (stereo not given) | -6.3% | 0.5% | -3% | 14% | i | 0.5 | -0.5% | 16% | 21% | -7%
CNC(=S)N1CC2CC(C1)c1cccc(=O)n1C2 (stereo not given) | 2.9% | -0.3% | 9% | -24% | i | 0.4 | -1.5% | -3% | -11% | -22%
Nc1ncnc(Nc2ccccn2)c1[N+](=O)[O-] | -2.9% | 0.0% | -2% | -2% | i | 0.4 | -2.3% | -4% | 19µM* | 18µM*
O=C1NC(=O)N(Cc2ccco2)C(=O)/C1=C/c1ccc(-c2cccc([N+](=O)[O-])c2)o1 | 8.4% | 0.1% | 8% | -6% | i | 0.2 | 76% | 19% | 4% | 3%
c1ccc2c(c1)[nH]c1cnccc12 | -1.4% | -0.2% | -2% | 2% | i | 7.0 | 0.1% | -2% | 6% | -19%
CCN1CCN(C(c2cccs2)C(C)NC(=O)Oc2ccccc2)CC1 (stereo not given) | 2.0% | -0.1% | -14% | -6% | i | 3.4 | -0.1% | -1% | 11% | 1%
CCCn1cc(CN2CCCC(C(=O)c3cccc(OC)c3)C2)c(C)n1 (stereo not given) | · | 0.2% | -1% | -45%[20 µM] | i | 0.6 | 0.9% | 11% | -16% | -19%
CCCCCn1c(=O)c(C(=O)Nc2cccc(C)n2)c(O)c2ccccc21 | 3.9% | 0.3% | -1% | -66%[20 µM] | i | 0.0 | 0.3% | 4% | 23% | 44%
C[n+]1c(-c2ccccc2)cc(-c2ccc(Cl)cc2)cc1-c1ccccc1 | -3.8% | -0.7% | -7% | 8% | i | 0.2 | -0.9% | 2% | 26% | 6%
O=S(=O)(c1ccccc1)N1CCCCC1c1cccnc1 (stereo not given) | -3.8% | 0.0% | -2% | 25% | i | 6.9 | -0.1% | -6% | 14% | 11%
Cc1ccc(-n2c(O)c(C=NCc3ccccn3)c(=O)[nH]c2=S)cc1 | 5.0% | -0.1% | 3% | 3% | i | 0.3 | -0.7% | 10% | 12% | -14%
CC(=Nc1ccccc1N)c1c(O)n(C)c(=O)n(C)c1=O | 0.1% | -0.1% | -1% | 20% | i | 0.3 | 1.0% | 1% | -5% | -30%
COCc1cc(OC(=O)N(C)C)nc2c1c(C)nn2C | 1.7% | 0.2% | 5% | 11% | i | 1.1 | -1.6% | 4% | 11% | -7%
COc1ccc([N+](=O)[O-])cc1N=Cc1c(O)n(CCc2ccccc2)c(=O)n(C(C)C)c1=O | 0.6% | 0.4% | -5% | 4% | i | 0.2 | 88% | 10% | 4% | 28%
CC(=O)NC(Cc1ccc(N(CCCl)CCCl)cc1)C(=O)NC(C(=O)O)C(C)C (stereo not given) | · | 0.2% | 6% | -23%[20 µM] | i | 0.3 | 1.4% | 7% | 2% | -29%
COP(=O)(NC(=O)C(Cl)(Cl)Cl)OC | 4.1% | -0.1% | 1% | -2% | i | 0.5 | 0.3% | 5% | 2% | 14%
Cc1cccc(N2C(=O)/C(=C/c3ccc(N4CCN(C)CC4)o3)C(=O)NC2=S)c1C | 2.4% | 0.0% | 0% | -22% | i | 0.5 | 13% | -4% | -1% | 49%
CCOC(=O)C1SC2(C(F)F)CC1(O)c1c(c(OC)c3occc3c1OC)O2 (stereo not given) | 0.8% | -0.1% | -8% | 24% | i | 1.1 | 0.3% | 8% | 11% | ·
COc1ccc(C2=NCC(=O)N(CC(=O)NCc3ccco3)c3sc4c(c32)CCCC4)cc1OC | -2.2% | -0.4% | 0% | 5% | i | 6.3 | 2.7% | 15% | 16% | -7%
Cc1cc(/C=C2\C(=O)NC(=O)N(c3ccc(F)cc3)C2=O)c(C)n1-c1cccc(C(=O)O)c1 | -0.8% | -0.1% | 2% | -5% | i | 0.1 | 23% | 2% | 14% | -18%
OCc1cnc[nH]1 | 1.4% | -0.1% | 14% | -17% | i | 5.0 | 2.3% | 1% | 11% | -43%
O=c1[nH]c(CN2CCNCC2)nc2ccccc12 | -3.8% | -0.1% | 8% | -19% | i | 0.6 | -0.4% | -15% | 12% | 4%
COP(=O)(OC)C1(O)C(=O)Nc2ccc(Br)cc21 (stereo not given) | 5.0% | 0.5% | 20% | -11% | i | 0.9 | 3.0% | 4% | 6% | -32%
CCCCCCC(=O)N/N=C/c1c(O)n(C(C)CC)c(=S)[nH]c1=O (stereo not given) | 0.8% | -0.2% | 0% | 8% | i | 3.2 | 21% | 9% | 20% | -4%
Clc1ccccc1CNC1CN2CCC1CC2 (stereo not given) | 1.9% | 0.6% | -3% | -4% | i | 0.5 | -0.9% | 3% | -5% | 11%
CCCCCCn1c(=O)c(C(=O)Nc2nnc(C)s2)c(O)c2ccccc21 | · | 0.2% | -3% | 0%[20 µM] | · | · | 1.8% | -6% | 6% | -16%
CN(C)C(=O)On1c(-c2ccccc2)nc2ccc(Cl)cc21 | -1.7% | 0.0% | -4% | -3% | i | 1.7 | -1.4% | -2% | 9% | 3%
C/C(=N\N1CCCCCC1)c1c(O)n(-c2ccc(Cl)cc2)c(=O)[nH]c1=O | 2.1% | 0.2% | 0% | 0% | i | 0.7 | -2.5% | -8% | 10% | 7%
CN1CCC2(CC1)C(C#N)=C(N)NC(S)=C2C#N | -6.0%&0.4% | -0.3%&-0.2% | 14%&14% | 40%&23% | i | 0.6&0.7 | 7.8%&9.6% | 11%&9% | 9%&16% | 3%&-3%
O=C(Cn1cnc2ccccc2c1=O)NCC(=O)N1CCC2(CC1)OCCO2 | -3.6% | -0.1% | 4% | 12% | i | 0.7 | -1.1% | 3% | 4% | -9%
O=C1NC(=O)N(c2ccc3c(c2)OCO3)C(=O)/C1=C/c1ccsc1 | -7.6% | -0.2% | 4% | 20% | i | 0.9 | 6.6% | 4% | 11% | -10%
CCN1CC2C3CCC(C)(O3)C2C1 (stereo not given) | 1.4% | 0.4% | 8% | -4% | i | 0.4 | 0.0% | -3% | 14% | 5%
COc1ccc(CNCCc2ccc3c(c2)OCO3)c(OC)c1OC | 5.3% | -0.1% | 5% | -27% | i | 0.2 | 0.8% | 5% | -27% | 4%
O=C(c1ccc2c(c1)OCO2)C1CCCN(CC2CCCCC2)C1 (stereo not given) | -1.8% | 0.1% | -10% | -13% | i | 0.1 | -1.3% | 18% | -19% | -22%
O=c1[nH]c(O)c(C=Nc2cccc(F)c2)c(=O)[nH]1 | 2.1% | -0.1% | 0% | -33% | i | 0.3 | 1.5% | -6% | -10% | -8%
Cc1nn(CC(=O)N2CCC3(CC2)OCCO3)c(=O)c2cc3ccccc3n12 | -1.4% | -0.2% | -2% | -4% | i | 1.0 | 0.0% | 16% | -2% | -30%
CN(C)c1ccc(/C=C2/C(=O)NC(=O)N(CCc3ccc(F)cc3)C2=O)cc1 | 0.1% | -0.2% | -8% | 9% | i | 0.5 | 83% | 13% | 7% | -12%
Cn1c(=O)cc(SCC(=O)N2CCC3(CC2)OCCO3)c2ccccc21 | 0.6% | 0.0% | 9% | 2% | i | 0.8 | -2.6% | 5% | -36% | -48%
C=CCn1c(=O)c(C=Nc2c(OC)cccc2[N+](=O)[O-])c(O)n(CCCC)c1=O | 3.0% | -0.4% | -7% | 3% | i | 1.0 | -2.5% | 8% | 10% | -17%
COc1ccc(OC)c(NP(=O)(Oc2ccccc2)Oc2ccccc2)c1 | 0.9% | 0.0% | -10% | 2% | i | 0.5 | 1.3% | 21% | -6% | -7%
CCOC(=O)C(O)(c1ccc(N(CC)S(=O)(=O)c2ccc(C)cc2)cc1)C(F)(F)F (stereo not given) | -0.7% | -0.1% | 2% | -33% | i | 1.2 | 1.0% | 19% | -25% | -22%
O=C1CC2OCC=C3CN4CCC56c7cc([N+](=O)[O-])ccc7N1C5C2C3CC46 (stereo not given) | -8.7% | 0.1% | 9% | -3% | i | 1.0 | -0.4% | 12% | 25% | -26%
O=C(Cc1ccccc1)N1CCN(Cc2cccc(Cl)c2)CC1 | 6.2% | -0.3% | -4% | -51%[20 µM] | i | 0.5 | 0.4% | 9% | -2% | -17%
CCn1cc(C(=O)NCc2ccccc2)c2ccccc21 | -4.0% | 0.3% | -4% | -25% | i | 0.2 | -0.8% | -3% | -6% | -17%
CCOP(=O)(OCC)C(O)c1ccc2c(c1)OCO2 (stereo not given) | 0.7% | -0.3% | -4% | -2% | i | 0.5 | -0.5% | 4% | 13% | -12%
CC(=O)CC(C)(C)n1c[n+](C)nn1 | 2.4% | -0.1% | -1% | -18% | i | 2.9 | -0.1% | 4% | 2% | -1%
CCOc1ccc(-n2c(-c3cccs3)nc3ccccc3c2=O)cc1 | · | 0.3% | 0% | -3%[20 µM] | i | 0.7 | 0.7% | 4% | 21% | -6%
COc1ccccc1OCCCn1cc(C(=O)C2CC2)c2ccccc21 | 3.7% | -0.1% | -4% | -4% | i | 0.4 | 0.3% | 12% | 12% | -10%
O=[N+]([O-])c1ccc(NCCCN2CCOCC2)c2ncccc12 | · | -0.1% | 10% | 3%[20 µM] | i | 0.4 | 0.0% | 12% | 4% | -8%
CCN1CCN(c2ccc(NC(=O)C(C)C)cc2Cl)CC1 | -2.8% | -0.1% | -5% | 6% | i | 0.8 | 2.0% | -14% | 24% | 14%
O=C1NC(=O)C2(Cc3ccccc3N3CCCC32)C(=O)N1c1ccccc1 (stereo not given) | 1.5% | -0.3% | 14% | 1% | i | 0.7 | -1.1% | -8% | 3% | -2%
O=c1c2ccccc2nc(SCC2CCCCO2)n1-c1ccccc1 (stereo not given) | -0.5% | -0.2% | -7% | 8% | i | 0.8 | 1.3% | 0% | -5% | -22%
CCOC(=O)C1CCN(/C=C2/C(=O)NC(=S)N(c3ccccc3F)C2=O)CC1 | -2.1% | 0.7% | 12% | 12% | i | 0.5 | 0.9% | -4% | -17% | -42%
CCOP(=O)(OCC)C(NC(=O)c1ccccc1)=C(Cl)Cl | -0.7% | -0.2% | 12% | -20% | i | 1.1 | -1.0% | 2% | 13% | -2%
C=CCC1(CN2CCCCCC2=O)C(=O)NC(=O)NC1=O | -1.9% | -0.4% | -3% | -44% | i | 0.9 | -1.7% | 0% | 3% | -5%
CCOC(=O)[C@@]12C(=O)C(=O)N[C@]1(c1ccccc1)C1OCCCC12 (stereo not given in full) | 12% | -0.2% | -6% | -19% | i | 0.7 | -0.4% | -9% | -3% | 0%
COP(=O)(OC)C(NC(=O)c1ccc(C)cc1)C(Cl)(Cl)Cl (stereo not given) | -2.2% | 0.2% | 52% | -4% | i | 0.6 | 0.7% | 0% | -15% | -28%

This is a subset, so the mix of outcomes need not match the whole.
